# Source: PubChem BioAssay
# hDAT+cocaine: changed hDAT dopamine uptake under cocaine IC80, either direction, primary screen, cocaine antagonist project, cell-based, LLC-PK1 hDAT, [14C]-dopamine uptake, MLSMR; Sodium-dependent dopamine transporter (Homo sapiens), Q01959; LLC-PK1 hDAT cells, [14C]-dopamine uptake with cocaine IC80; actives deviate in either direction; B-score at 10 µM; 110,000 tested, 1.3% active; AID 449768, 2010;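 active = Z score or B-score, a plate-position-corrected score, falls beyond the plate's 99.7% confidence bounds, in either direction; inactive = both scores lie inside the 99.7% bounds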;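 note: scored against the spread of the other compound wells on the same plate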
# Target sequence (Q01959 whole entry, looked up): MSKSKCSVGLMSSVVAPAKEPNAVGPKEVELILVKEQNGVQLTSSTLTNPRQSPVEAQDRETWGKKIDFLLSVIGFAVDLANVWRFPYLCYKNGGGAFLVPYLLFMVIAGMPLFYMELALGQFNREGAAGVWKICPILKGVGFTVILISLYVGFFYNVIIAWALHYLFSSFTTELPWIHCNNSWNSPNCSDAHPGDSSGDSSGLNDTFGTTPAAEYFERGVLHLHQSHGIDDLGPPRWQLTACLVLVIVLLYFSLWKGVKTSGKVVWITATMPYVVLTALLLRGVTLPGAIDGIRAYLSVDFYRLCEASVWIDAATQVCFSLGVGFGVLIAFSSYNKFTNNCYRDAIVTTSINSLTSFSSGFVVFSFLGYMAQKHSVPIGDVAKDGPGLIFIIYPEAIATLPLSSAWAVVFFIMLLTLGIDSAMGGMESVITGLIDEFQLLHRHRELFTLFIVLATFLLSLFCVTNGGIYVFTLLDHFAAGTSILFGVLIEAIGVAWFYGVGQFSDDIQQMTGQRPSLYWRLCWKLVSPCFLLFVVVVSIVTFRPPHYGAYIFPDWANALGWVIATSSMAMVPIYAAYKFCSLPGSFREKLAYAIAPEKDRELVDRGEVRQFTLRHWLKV
# Ecoli WT expand: growth inhibitors of wild-type E. coli, primary screen, strain BW25113, expanded library, OD600; 98,000 tested, 0.15% active; growth inhibition, % at 100 µM; OD600 absorbance;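 active = growth inhibition above about 50% at one test dose, limit read from the data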;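 note: growth measured after 20 h incubation at 37 °C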
# S1P2 antag: human S1P2 receptor antagonists, primary screen, cell-based; Sphingosine 1-phosphate receptor 2 (Homo sapiens), O95136; cell-based S1P2 antagonist assay, inhibition at 5 uM; inhibition, % at 5 µM; 97,000 tested, 0.21% active; in the data active = inhibition above about 45%;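 note: CRE beta-lactamase reporter cells expressing human S1P2 stimulated with S1P; 0% = agonist at EC80 alone and 100% = agonist plus reference antagonist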
# Target sequence (O95136 whole entry, looked up): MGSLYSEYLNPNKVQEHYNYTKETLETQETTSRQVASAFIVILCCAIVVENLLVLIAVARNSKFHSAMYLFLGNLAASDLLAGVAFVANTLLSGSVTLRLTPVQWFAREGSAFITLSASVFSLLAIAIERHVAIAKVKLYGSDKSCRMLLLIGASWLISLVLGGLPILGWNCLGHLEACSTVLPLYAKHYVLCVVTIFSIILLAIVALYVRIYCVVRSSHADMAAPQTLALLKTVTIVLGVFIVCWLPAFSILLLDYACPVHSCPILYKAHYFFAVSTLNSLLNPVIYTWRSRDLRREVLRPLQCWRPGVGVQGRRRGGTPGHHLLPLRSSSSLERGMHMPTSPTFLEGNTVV
# PostGolgi ctrl: growth inhibition of yeast control strain, primary screen, counter-screen for post-Golgi transport modulator project; efflux-deficient yeast background strain, growth absorbance A615, 16 h; inhibition, % at 10 µM; 98,000 tested, 5% active; AID 738, 2007
# H69AR growth 86K: proliferation blockers of H69AR lung cancer cells, primary screen, cell-based, human, 86K library | AID 598, 2007 | H69AR lung tumor viability, ATP luminescence, 72 h; stronger effect = lower value | viability, % at 10 µM | 85,000 tested, 6% active;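 active = viability at or below 40%; inactive = viability above 40%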;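 note: multidrug resistant small cell line overexpressing MRP-1 efflux transporter; 100% = mean luminescence of untreated control wells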
# Fibroblast inh: antiproliferative effect on LL 47 fibroblasts – human, LL 47 cells, CellTiter-Glo luminescence, primary screen; AID 719, 2007; 85,000 tested, 1.1% active; LL 47 human lung fibroblast viability, ATP luminescence; stronger effect = lower value; viability, % at 10 µM;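 active = viability at or below 50% in the single dose screen; inactive = viability above 50%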;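 note: compound exposure lasted 72 h before the ATP readout; 100% = median luminescence of untreated cell-only wells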
#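 Test system: LL 47 human lung fibroblasts; Quantity: 1,150 cells/well; Buffer or medium: IMEM plus 15% FBS; Dosing: tenfold compound dosing solution, DMSO at 0.1%; Timing: overnight cell rest, 72 h compound treatment at 37 °C; Detection: ATP-based CellTiter-Glo luminescent readout; Read-out basis: viability percentage against median untreated-cell control; Controls: cell-only wells, no compound.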
# PostGolgi yeast: phenotypic screen on post-Golgi transport, primary screen | post-Golgi transport phenotypic cell assay | 98,000 tested, 0.9% active | inhibition, % at 10 µM;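 note: yeast cells grown in 1536-well plates; yeast grown about 18 h at 30C before absorbance read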
# S1P2 agonist: S1P2 receptor agonists, primary screen, cell-based. AID 729, 2007. S1P2-expressing cell line, agonist reporter read-out. 97,000 tested, 0.46% active. activation, % at 4.5 µM. Sphingosine 1-phosphate receptor 2 (Homo sapiens), O95136; in the data active = activation above about 16%;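 note: 0% = vehicle low control and 100% = maximal reference agonist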
# HUVEC inhibit: inhibitors of HUVEC proliferation, primary screen, cell-based, 384-well; CellTiter-Glo luminescence, 72 h; stronger effect = lower value; viability, % at 10 µM (by protocol); 86,000 tested, 1.1% active; AID 648, 2007;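 active = viability at or below 30%; inactive = viability above 30%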;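 note: 100% = median luminescence of DMSO-only cell control wells on each plate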
# Active calls of the source: *; . = not tested or not shown. Cut-off read from the data, not from the text of the source, unless noted: active = inhibition above about 30%; inactive = the rest.
SMILES,hDAT+cocaine,Ecoli WT expand,S1P2 antag,PostGolgi ctrl,H69AR growth 86K,Fibroblast inh,PostGolgi yeast,S1P2 agonist,HUVEC inhibit
CCOC(=O)c1ccc(NS(=O)(=O)c2ccc3c(c2)oc(=O)n3C)cc1,-0.0854,-15.0,-8.3,15.5,94.1,117.4,-1.6,-4.0,118.1
Cc1c(NC(=O)C23CC4CC(CC(C)(C4)C2)C3)c(=O)n(-c2ccccc2)n1C,0.969,-1.0,16.9,8.1,91.3,90.6,7.3,-7.2,92.2
COc1cc(NC(=O)CC(C)C)ccc1NC(=O)c1ccco1,0.238,.,-14.6,.,90.8,95.3,.,-5.9,102.6
Cc1noc(C)c1COc1cccc(C(=O)N2CCN(C/C=C/c3ccccc3)CC2)c1,0.8,1.0,6.9,2.1,58.0,86.9,-1.9,-2.0,86.0
CN(C)CCOC(=O)C12CC3(C)CC(C)(CC(C)(C3)C1)C2,-0.648,-4.0,12.1,3.4,95.0,104.2,23.0,-9.7,109.5
O=C(CSc1nccn1-c1ccc(Cl)cc1)NCc1ccc2c(c1)OCO2,1.94,4.0,-11.9,16.4,85.6,99.4,-11.2,-2.7,100.2
Cc1noc(C)c1CN1C(=O)NC2(CCCCCCC2)C1=O,0.462,-1.0,-27.9,15.2,86.6,99.5,-1.2,-3.0,86.0
CCNC(=O)CCSc1nc2cc(Cl)ccc2o1,0.285,.,-17.6,.,93.5,84.5,.,-7.6,93.3
O=C(Cn1cc(C(=O)c2cccs2)c2ccccc21)NCC1CCCO1 (configuration not stated),0.502,-1.0,7.9,6.1,91.2,87.3,5.7,-5.7,101.3
COc1ccc(C2c3c(oc4ccc(Cl)cc4c3=O)C(=O)N2Cc2ccco2)cc1OC (configuration not stated),1.95,-4.0,.,5.3,94.3,100.0,2.2,.,108.5
C=CCn1c(NCc2ccccc2)nc2ccccc21,0.591,1.0,13.3,-6.5,90.6,95.7,-8.5,-4.7,105.0
CCOC(=O)C1CCN(C(=O)Cn2cc(C(=O)C3CC3)c3ccccc32)CC1,0.516,-5.0,-12.6,9.8,39.8*,82.2,-1.6,-2.0,83.9

# One compound at a time, from the list above. Values in the order: hDAT+cocaine	Ecoli WT expand	S1P2 antag	PostGolgi ctrl	H69AR growth 86K	Fibroblast inh	PostGolgi yeast	S1P2 agonist	HUVEC inhibit
# Cc1noc(C)c1CN1C(=O)NC2(CCCCCCC2)C1=O across the screens: 0.462	-1.0	-27.9	15.2	86.6	99.5	-1.2	-3.0	86.0
# CCOC(=O)C1CCN(C(=O)Cn2cc(C(=O)C3CC3)c3ccccc32)CC1 across the screens: 0.516	-5.0	-12.6	9.8	39.8*	82.2	-1.6	-2.0	83.9
# CCOC(=O)c1ccc(NS(=O)(=O)c2ccc3c(c2)oc(=O)n3C)cc1 across the screens: -0.0854	-15.0	-8.3	15.5	94.1	117.4	-1.6	-4.0	118.1

# The list goes on.
SMILES,hDAT+cocaine,Ecoli WT expand,S1P2 antag,PostGolgi ctrl,H69AR growth 86K,Fibroblast inh,PostGolgi yeast,S1P2 agonist,HUVEC inhibit
O=C(CCN1CCN(c2ccccc2)CC1)Nc1ccc2c(c1)OCO2,-1.14,7.0,.,-3.7,93.1,99.1,-5.2,.,92.9
CCCn1c(NCc2cccs2)nc2ccccc21,1.02,10.0,1.4,-6.7,96.0,98.0,-7.1,0.1,105.0
O=S1(=O)CCN(Cc2ccccc2Cl)CC1,-0.187,-3.0,4.9,7.3,.,.,-2.4,-5.3,.
CCOC(=O)N1CCN(C(=O)CNS(=O)(=O)c2cccs2)CC1,-0.355,6.0,1.9,-2.6,98.1,105.9,-1.1,-4.4,100.6
CCN(CC)C(=O)c1n[nH]c(=O)c2ccccc12,0.449,-2.0,8.2,6.7,85.9,92.9,5.0,-4.1,101.5
CC(C)(C)C(=O)Nc1cc2nn(-c3ccccc3)nc2cc1Cl,0.016,7.0,-5.4,5.1,52.4,87.5,-3.0,-6.6,97.7
Cc1cc(-c2nsc(=O)o2)c(S(C)(=O)=O)s1,.,8.0,.,4.9,86.3,.,-2.5,.,99.5
CC1(C)Cc2c(ccc3ccccc23)C(=O)N1,-0.022,1.0,23.8,3.2,94.7,102.8,2.4,-6.3,63.2
COc1cccc(CNC(=O)Cn2cc3c(n2)CCCC3)c1,-0.0201,0.0,.,-3.9,101.3,100.9,-9.9,.,84.2
COC(=O)c1sccc1NC(=O)c1csc2c1CCCC2,-0.115,3.0,-17.1,-7.9,86.1,97.4,13.9,-3.8,91.2
CCc1nnc(NC(=O)c2ccc(COc3ccccc3)o2)s1,0.994,0.0,-8.0,53.3*,91.2,104.1,-8.3,-1.7,93.0
Cc1ccc(C(=O)CN(C(=O)c2ccc(Cl)c(Cl)c2)N2C(=O)C3CCCCC3C2=O)cc1 (configuration not stated),-0.827,4.0,10.2,-6.7,69.0,98.3,13.2,-4.0,102.4
COc1ccc(N(CC(=O)NC(C)(C)C)S(=O)(=O)c2ccccc2)cc1OC,0.586,-1.0,0.5,11.7,100.2,111.2,3.0,-0.4,93.7
O=C(Nc1ccc(-c2nnc(-c3ccccc3)o2)cc1)c1ccc(Br)o1,0.935,.,-17.5,.,39.8*,101.2,.,-0.3,81.8
COCCN1CCn2c(nc3cc(NC(=O)c4cccs4)ccc32)C1,-0.436,4.0,-2.5,-1.3,67.1,95.5,12.0,-2.6,100.0
O=C(NC1CC1)c1ccc(CSCc2cccc(F)c2)o1,-0.603,0.0,20.4,-2.4,97.1,94.8,2.9,-0.6,111.8
CCC(CC)C(=O)Nc1cccc(/C(C)=N\NC(=O)c2ccc(C)s2)c1,0.829,-11.0,22.1,0.6,.,.,8.7,-4.1,.
NC[C@@]12CCCC1C1CCC2C1 (some centres not stated),0.281,-6.0,.,-14.5,87.1,95.2,24.4,.,94.2
COc1ccc(CNCC(O)COCc2cccs2)cc1 (configuration not stated),-0.017,3.0,.,0.8,96.1,90.1,6.8,.,104.1
C=CCn1c(N)c(C(=O)NCc2ccco2)sc1=S,0.281,6.0,-0.2,11.1,77.9,108.5,6.5,-5.8,97.2
Cc1ccc2c(c1)C1(C(=O)N2C)N2CC3(C)CN1CC(C)(C2)C3=O (configuration not stated),-0.162,5.0,.,-1.9,84.3,94.8,-2.1,.,106.8
COc1ccc(S(=O)(=O)N2CCCC2)c(C)c1C,-0.322,5.0,.,12.3,88.3,106.0,-7.8,.,97.4
Cc1cc(C)n(-c2ccc(C(=O)C(C#N)c3nc4ccccc4n3C)cc2)n1 (configuration not stated),-0.688,-9.0,32.8,33.4*,66.3,93.0,12.5,0.1,91.0
CC1=CC(c2ccc(Cl)cc2)n2nc(N3C(=O)CCC3=O)nc2N1 (configuration not stated),0.00983,.,1.6,.,100.8,97.0,.,-0.7,95.5
COc1nc(NCC(C)C)nc(Oc2ccc(OCc3ccccc3)nn2)n1,0.332,-1.0,-30.5,8.7,77.0,98.1,4.1,0.8,89.0
COc1ccc(/C(O)=C/c2nc3ccccc3n(-c3ccccc3)c2=O)cc1,1.05,-16.0,11.8,8.3,23.5*,96.3,-1.0,-6.3,64.8
COc1cc(C(=O)Nc2ccc3c(c2)OCCO3)ccc1OC(F)F,-0.0256,5.0,.,-1.2,86.5,90.3,2.4,.,89.4
O=C(O)CCc1ccc(-c2ccc(Cl)cc2)n1CC(=O)O,0.0966,-3.0,13.7,6.8,108.8,102.0,3.9,-1.8,90.5
CCCCN(C)CCNS(=O)(=O)c1ccc2c(c1)n(C)c(=O)c(=O)n2C,0.75,3.0,22.3,6.5,95.8,103.6,-2.4,-6.3,96.5
CC1CSc2nc3sc4c(c3c(=O)n21)CCCC4 (configuration not stated),-0.58,6.0,-12.6,29.5,97.3,105.0,-9.5,-4.5,78.3
CC(C)C(=O)c1cc2c(cc1NC(=O)c1cccs1)OCCO2,-0.101,-5.0,-1.9,5.5,71.1,90.5,7.3,-6.3,98.4
O=C(NCC1CCCO1)c1ccc2c(c1)N(Cc1ccccc1)C(=O)CS2=O (configuration not stated),0.924,6.0,.,-7.3,108.4,93.4,-5.8,.,99.5
COc1ccccc1-n1c(SCC(N)=O)nc2c(c1=O)SCC2,-0.214,-11.0,-4.2,3.6,93.8,105.6,-1.7,-2.8,110.7
CC(=O)c1ccc(CCCC(=O)O)cc1,0.0622,-4.0,6.3,14.2,98.3,95.5,-2.0,-10.8,95.8
CN(C)c1ccc(/C=C2\NC(=S)N(Cc3ccccc3)C2=O)cc1,-0.161,-12.0,-3.2,21.0,.,.,-0.9,-4.4,.
CC1=CC(C)(C)N(C(=O)c2ccc(F)cc2)c2cc3c(cc21)OCO3,.,-3.0,-17.3,28.6,65.6,64.9,7.9,-3.9,73.9
CCn1c(SCC(=O)Nc2nccs2)nnc1-c1cc2cccc(OC)c2o1,-0.541,-12.0,23.5,14.2,96.2,106.1,5.1,-3.7,109.4
Cn1cc(C(=O)N2CCN(c3ccccn3)CC2)c(=O)c2cc(S(=O)(=O)N3CCOCC3)ccc21,0.191,2.0,5.0,12.0,87.9,103.2,-6.2,-6.2,101.1
CC(C)CN1C(=O)c2ccc(NC(=O)c3cccs3)cc2C1=O,-1.49,-11.0,-10.8,6.0,49.8,99.9,-3.3,-1.5,102.5
COCCNC(=O)c1cc(-c2cccc(OC)c2)on1,1.22,9.0,6.9,-8.1,.,.,-2.3,0.0,.
C=CCn1c(N)c(C(=O)NCCC2=CCCCC2)sc1=S,-1.12,-6.0,-3.9,-4.3,92.0,105.9,-16.9,-2.3,77.1
CC1(C)CC(=O)C=C(Nc2ccc(F)cc2F)C1,-0.689,5.0,16.0,6.2,110.0,95.4,2.4,-4.2,96.9
CN(C(=O)c1cc2n(n1)C(C(F)(F)F)CC(c1ccco1)N2)c1ccccc1 (configuration not stated),1.72,5.0,-13.7,-1.6,58.2,101.2,-1.9,-3.5,102.8
O=C(CN1C(=O)C2C3C=CC(C3)C2C1=O)Nc1nc(SCc2ccc(Cl)cc2)n[nH]1 (configuration not stated),0.363,11.0,-5.2,8.2,52.5,101.8,4.2,-4.2,99.5
COC1Cc2ccccc2N(C(=O)N2CCN(CCO)CC2)c2ccccc21 (configuration not stated),.,-2.0,20.3,8.1,.,.,0.3,-4.1,.
O=C(Nc1ccccc1C(=O)N1CCOCC1)c1cccc(S(=O)(=O)N2CCCC2)c1,-0.166,-8.0,0.3,-9.4,86.8,101.2,-5.4,-6.6,99.8
CCCNS(=O)(=O)c1ccc(CCC(=O)NCc2ccco2)cc1,-0.604,8.0,5.2,6.5,83.4,99.3,-1.4,-1.6,93.0
COC(=O)CSc1nc2nc(C)c(Br)cc2[nH]1,-0.593,2.0,-8.1,22.6,90.8,97.8,16.3,-3.7,95.7
O=C(CN1CCN(c2ccccn2)CC1)Nc1ccc(OCc2ccccc2)cc1,.,-7.0,10.4,25.8,87.7,95.1,13.5,-7.6,94.9
CC(=O)c1c(N2CCN(C(=O)C3CCCO3)CC2)nc(=S)n(-c2ccccc2)c1C (configuration not stated),-0.381,0.0,-13.4,-7.3,78.7,98.6,23.0,-3.4,100.9
O=C(CN(C(=O)c1ccc2c(c1)OCCO2)c1ccccc1)NCC1CCCO1 (configuration not stated),-1.36,-10.0,-36.0,17.2,84.2,104.0,-0.8,-2.2,93.2
